TAG inh: inhibitors of triacylglycerol accumulation. H9c2 cells, Nile Red lipid (TAG) fluorescence; cells loaded with 200 µM oleic acid. inhibition, % at 12.5 µM. hit rate 0.66% among 230,000. AID 651582;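 active means pattern-corrected inhibition of lipid staining of at least 50% with the nuclear-stain viability signal not falling by more than 50%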;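 further: 0% = DMSO wells and 100% = triacsin C control wells; some results filed as inactive read as strong as hits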
TAG inh DAPI viability: second read-out of TAG inh, no call of its own (marks repeat the call); DAPI nuclei signal change (viability), lower = more cytotoxic, %;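 whole-well DAPI fluorescence read on a plate reader as a viability signal; minus 50 percent equals half of cells still viable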
* hit, by the source's call.

Preview, 3 compounds:
canonical_smiles	TAG inh DAPI viability	TAG inh
O=C(N/N=C/c1ccc(Br)s1)c1cccs1	-4.6	10.2
CCOC(=O)C1CCCN(C(=O)c2ccc(N(C)C)cc2)CC1 (stereo not given)	-1.1	3.2
CCOC(=O)c1cc(C)n(-n2cnnc2)c1C	-2.9	-1.7

The whole of this part, repeating the preview:
canonical_smiles	TAG inh DAPI viability	TAG inh
O=C(N/N=C/c1ccc(Br)s1)c1cccs1	-4.6	10.2
CCOC(=O)C1CCCN(C(=O)c2ccc(N(C)C)cc2)CC1 (stereo not given)	-1.1	3.2
CCOC(=O)c1cc(C)n(-n2cnnc2)c1C	-2.9	-1.7
COn1c(-n2nc(C)cc2C)nc2ccccc2c1=O	-10.0	9.8
O=C(Cn1c(=O)n(-c2ccccc2)c(=O)c2sccc21)NCc1ccccc1	-5.3	-10.9
CC12CCC(=O)N1C(C(=O)Nc1cccc(S(=O)(=O)N3CCCCC3)c1)CS2 (stereo not given)	14.0	-7.2
COc1ccc(CCN2C(=O)CC(NCCc3ccc(S(N)(=O)=O)cc3)C2=O)cc1OC (stereo not given)	4.6	-5.7
O=C(N/N=C/c1cccnc1)c1ccc(CN2c3cccc4cccc(c34)S2(=O)=O)cc1	12.8	9.8
O=C1CN(C(=O)c2cccc(S(=O)(=O)N3CCCC3)c2)c2ccccc2N1	-7.2	5.3
Cc1ccc(Cc2c(-c3ccc(Cl)cc3)nc3cc(C)ccn23)cc1	-3.7	2.4
CSc1ccc(CCNC(=O)C2CCN(c3nnc(-n4cccc4)s3)CC2)cc1	-7.8	6.3
CNC(=O)NC(=O)COC(=O)CCc1nc(=O)c2ccccc2n1C	0.0	-10.9

canonical_smiles	TAG inh DAPI viability	TAG inh
Cc1ccc(NC(=O)c2ccccc2N2C(=O)C3C4C=CC(C5CC45)C3C2=O)cc1C (stereo not given)	-2.7	3.4
CCC/C(C#Cc1ccsc1)=C1/c2ccccc2C(=O)N1c1ccccc1	-1.3	23.6
Cc1cccc(OCC(=O)NCc2cc(C)nc3ccccc23)c1	-2.0	-24.5
C=CCSC1=N/C(=C\c2ccc3c(c2)OCO3)C(=O)S1	6.9	-15.0
O=C(c1cc(Cl)nc2ccccc12)N1CCc2ccccc2C1	-14.2	7.7
Cc1cc(C)c(NC(=O)c2ccc(S(=O)(=O)N3CCOCC3)cc2)c(C)c1	-9.6	-3.6
CCN1C(=O)CC(N2CCC(C(=O)N3CCCCCC3)CC2)C1=O (stereo not given)	-3.4	2.0
O=C(O)CSc1nnc(-c2cccc(S(=O)(=O)N3CCCCC3)c2)o1	2.5	-2.1
CN(CC(=O)NCc1ccc2c(c1)OCO2)S(=O)(=O)c1ccc(Cl)cc1	-6.7	-5.8
O=C(NCCc1ccccc1)c1cc2ncc(Br)cn2n1	-3.9	-13.0
O=S(=O)(O)c1ccc(O)c2cc(Nc3ccccc3)ccc12	10.2	-5.6
c1ccc2nc(N3CCCC3)c(N3CCCC3)nc2c1	17.4	-10.5

canonical_smiles	TAG inh DAPI viability	TAG inh
Cc1ccc(NC(=O)CN(C)c2ccc(S(=O)(=O)N3CCN(C)CC3)cn2)cc1	3.1	-28.4
CN(C)C(=O)c1ccc(OCC(F)(F)F)nc1	0.5	-0.4
Cn1c(=O)[nH]c(Nc2ccccc2)c([N+](=O)[O-])c1=O	-9.0	7.0
COc1ccc(CNC(=O)Cn2cnc3c(OCc4ccccc4)ncnc32)cc1	0.3	9.4
Cc1nc(OCc2ccccc2)c2sc3nc4c(cc3c2n1)COC(C)(C)C4	-3.3	-56.2
CCN(CC)C(=O)C1=C(C)N(CCCOC)C(=O)C(CC(=O)NCCN2CCOCC2)C1 (stereo not given)	1.3	1.6
CC(C)c1cccc(C(C)C)c1NC(=O)COc1nncc2ccccc12	-7.1	15.7
COc1ccc(-c2ccc3nncn3c2)cn1	16.5	-1.3
COc1ccc(C2=CC(=O)C[C@H](c3ccc(Cl)cc3)C2)cn1	1.7	18.3
O=C(COc1ccc([N+](=O)[O-])cc1)NC(C(=O)O)C(O)c1cccc([N+](=O)[O-])c1 (stereo not given)	3.5	-10.7
COc1cc(Cl)ccc1OCc1cc(C(=O)N(C)Cc2cccc3cnccc23)no1	8.6	-34.4
O=C(/C=C/c1ccccc1)Nc1cc(S(=O)(=O)N2CCOCC2)ccc1N1CCOCC1	-8.1	6.3

canonical_smiles	TAG inh DAPI viability	TAG inh
Cc1ccc(-c2cccc(C(=O)NCCc3ccccc3)n2)c2ccccc12	2.4	-18.3
Cc1ccc2c(c1)C1CN(C)CCC1N2S(=O)(=O)c1ccc(C#N)cc1 (stereo not given)	-3.1	9.8
COc1ccc(S(=O)(=O)N(C)C[C@H]2Oc3ccc(NC(=O)NC4CCCCC4)cc3C(=O)N([C@H](C)CO)C[C@@H]2C)cc1	-1.7	-5.5
CN(C)S(=O)(=O)N1CCN(CC(O)COc2ccc(C(=O)c3ccccc3)cc2)CC1 (stereo not given)	-0.5	4.9
CC(C)C(c1nnnn1CCc1ccccc1)N1CCOCC1 (stereo not given)	-6.9	-2.0
N/C(=N\OC(=O)c1cc(Cl)ccc1Cl)c1cccnc1	-5.2	-2.8
COCCNC(=O)CSc1nc2cc3c(cc2c(=O)n1CCCC(=O)NCCc1ccc(OC)c(OC)c1)OCO3	-3.3	8.5
Cn1c(=O)c([N+](=O)[O-])c(NCc2ccccc2)c2ccccc21	10.0	-29.4
O=C(COC(=O)c1cccc(S(=O)(=O)N2CCCC2)c1)Nc1ccccc1	-2.8	3.8
C=CCn1c(C)nnc1SCC(=O)NC1CC1	1.3	14.6
C=CCNc1nc(=S)[nH]c2cc(OC)c(OC)cc12	-0.4	-1.2
CC(C)(C)c1ccc(C(=O)Nc2nonc2-c2nc3ccccc3[nH]2)cc1	14.7	11.7

A different layout for part of the listing above.
Each structure is followed by: TAG inh DAPI viability	TAG inh
- COCCNC(=O)CSc1nc2cc3c(cc2c(=O)n1CCCC(=O)NCCc1ccc(OC)c(OC)c1)OCO3
 : -3.3	8.5
- Cn1c(=O)c([N+](=O)[O-])c(NCc2ccccc2)c2ccccc21
 : 10.0	-29.4
- O=C(COC(=O)c1cccc(S(=O)(=O)N2CCCC2)c1)Nc1ccccc1
 : -2.8	3.8

Following part:
canonical_smiles	TAG inh DAPI viability	TAG inh
CC(OC(=O)c1ccc2ncsc2c1)C(=O)N(C)C1CCCCC1 (stereo not given)	3.2	-47.2
NC(=O)CC(NC(=O)c1ccc(Br)cc1)c1ccc(NC2CCCCCC2)c([N+](=O)[O-])c1 (stereo not given)	-6.6	-13.6
O=C(N/N=C/c1ccc([N+](=O)[O-])cc1)c1cc2ccccc2o1	-4.1	9.3
CCC(=O)/C=C1\Sc2ccc(OC)cc2N1CCO	-8.8	10.1
COc1ccc(OC)c(C2C(C(=O)Nc3cccnc3)=C(C)NC3=C2C(=O)CCC3)c1 (stereo not given)	1.5	-10.4
Cc1cc(NC(=O)CSc2nc(N)c(NC(=O)c3ccco3)c(=O)[nH]2)no1	65.8	15.8
C=CCn1c(C)cc(C(=O)CSc2nnc(C3CC3)n2C2CC2)c1C	-1.2	-3.4
CCN(C(=O)CSc1nc(-c2ccccc2)cn1N)c1c(N)n(Cc2ccccc2)c(=O)[nH]c1=O	1.6	4.9
Cn1c(N)c(C(=O)COC(=O)c2cccc(S(=O)(=O)N3CCCCC3)c2)c(=O)n(C)c1=O	0.1	2.4
Cn1cccc1C1C(C#N)=C(N)OC2=C1C(=O)CCC2 (stereo not given)	-6.6	8.0
Cc1ccc(C)c(NC(=O)Cn2c([N+](=O)[O-])cnc2C)c1	-4.7	10.5
CC1CCN(S(=O)(=O)c2ccc(C(=O)Nc3nnc(C4=COCCO4)o3)cc2)CC1	-0.2	13.7

canonical_smiles	TAG inh DAPI viability	TAG inh
COc1ccc(S(=O)(=O)N2CCCC2CNC(=O)C(=O)NCc2ccccn2)cc1 (stereo not given)	0.3	-2.8
COC(=O)[C@@]1(Cc2ccc(OC)cc2)[C@H]2c3cc(C(=O)N4CCCC4)n(CCn4cc([N+](=O)[O-])nc4C)c3C[C@H]2CN1C(=O)c1ccccc1	-14.3	25.0
COc1cc(C(=O)Nc2scc(-c3ccc(C)cc3)c2C(=O)O)cc(OC)c1OC	7.6	-19.0
Cc1ccc(N2C=Nc3ccc(C)c4nc(C)cc2c34)cc1	20.7	-50.5
NC(=O)c1ccc[n+](CC(=O)c2ccc(F)cc2)c1	-1.0	4.3
O=C(CCCn1c(=O)oc2ccccc21)Nc1ccccc1	-3.2	6.2
COc1ccccc1-n1ccnc(SCC(=O)NC2CCCC2)c1=O	1.3	-2.3
N/C(=N\c1nc2ccccc2o1)NC(=O)c1ccc([N+](=O)[O-])cc1	9.7	-10.4
Cc1cc(C)n2nc(N)c(N=Nc3ccccc3)c2n1	-1.6	13.3
O=C1CC(SCc2nc3ccccc3[nH]2)C(=O)N1c1ccc(F)cc1 (stereo not given)	3.8	7.2
COC(=O)[C@@]1(C)[C@H]2C(=O)N(Cc3ccccc3)C(=O)[C@H]2[C@H]2CN=C(SCc3ccccc3)N21	6.2	5.5
O=C1NCCN1CCN1C(=O)c2ccccc2NC1c1ccccc1 (stereo not given)	4.8	-0.7

2 entries from above, reformatted.
Sequence of screens: TAG inh DAPI viability, TAG inh
Cc1cc(C)n2nc(N)c(N=Nc3ccccc3)c2n1
  -1.6, 13.3
O=C1CC(SCc2nc3ccccc3[nH]2)C(=O)N1c1ccc(F)cc1 (stereo not given)
  3.8, 7.2

Following part.
canonical_smiles	TAG inh DAPI viability	TAG inh
CC(C)n1nnnc1SCC(=O)NCc1cccs1	-10.5	19.1
Cc1ccc(S(=O)(=O)N2CCN(C(=O)CCCN3C(=O)NC4(CCCC4)C3=O)CC2)cc1C	0.3	-20.4
CCCC(=O)N1CCC1(C)C(=O)Nc1ccccc1C(C)(C)C (stereo not given)	3.6	-8.8
CCN(CC)CCN(Cc1cc2cc3c(cc2[nH]c1=O)OCO3)C(=S)NCCCOC	3.4	4.3
CC1(C)c2[nH]c3ccccc3c2C[C@H]2C(=O)N(Cc3ccccc3)C(=O)N21	-0.6	-9.2
CC12CCC(C(=O)N(CSC(=S)N/N=C\c3ccccc3)C1=O)C2(C)C (stereo not given)	-0.3	-9.5
Cc1oc(S(=O)(=O)N2CCCCC2)cc1NC(=O)Nc1ccc(Cl)cc1	4.8	-29.2
COCCCn1c(=O)c2ccccc2n(Cc2cc(C(=O)OC)ccc2OC)c1=O	3.3	2.3
CN(Cc1ccc(F)cc1)C(=O)c1cccc(S(=O)(=O)N2CCN(c3ccccc3)CC2)c1	1.1	-24.0
COc1ccc(-c2csc3ncnc(N4CCN(S(=O)(=O)c5ccc(C)c(C)c5)CC4)c23)cc1	5.3	-15.2
COc1ccc(-c2cc(N)n(CCC#N)n2)c(OC)c1	6.7	0.3
CC(C(=O)Nc1cccc(Br)c1)c1ccc([N+](=O)[O-])cc1 (stereo not given)	11.9	-24.6

canonical_smiles	TAG inh DAPI viability	TAG inh
CCOC(=O)CNC(=O)CSc1ncnc2c1cnn2-c1ccc(OC)cc1	-5.6	-5.0
COc1ccccc1/C=C/C1=NC(=C\N(C)C)/C(=O)O1	18.0	-15.0
C#CCOc1ccc(C2C(C#N)=C(N)Oc3cc(O)ccc32)cc1 (stereo not given)	-4.9	-1.1
CC(C)(C)NC(=O)COC(=O)CCC(=O)c1ccc(F)cc1	-0.6	-2.5
COc1ccc(OC)c(C(=O)COC(=O)c2c(OC)cccc2OC)c1	5.7	-1.3
CC1=C(C(=O)Nc2ccc(C(=O)NC(C)c3ccccc3)cc2)SCCO1 (stereo not given)	4.5	-6.6
COc1cc(C(C)=O)ccc1O	-6.2	12.0
COc1ccccc1N1CCN(C(=O)c2cccc(N3C(=O)NC4CC3(C)Oc3ccccc34)c2)CC1 (stereo not given)	-4.3	-10.3
CN1N=C2c3ccccc3CCC2C1c1ccc(Cl)cc1 (stereo not given)	-6.8	21.6
Nc1nc(N2CCN(c3cccc(Cl)c3)CC2)n[nH]1	-0.1	2.3
CCN(CCn1cccn1)C(=O)CCc1nnc(CCCc2ccccc2)o1	-2.6	5.8
Cc1cccc(C(=O)n2cnnc2N)c1	3.6	-1.5

canonical_smiles	TAG inh DAPI viability	TAG inh
COc1ccc(COCC(O)CN(Cc2ccccc2)C(C)C)cc1OC (stereo not given)	0.8	-14.5
O=S(=O)(NN=C1CCCCC1)c1ccccc1	1.0	-5.7
CCCCCOc1ccc(Cl)cc1CN1CCOCC1	7.2	1.7
C=CCOc1ccccc1CN1CCCCCC1	-3.5	3.9
CCN(CC)S(=O)(=O)c1ccc(N2CC(C(=O)NCc3ccco3)CC2=O)cc1 (stereo not given)	4.9	0.6
OCC[C@@H]1C[C@H](O)[C@@H](O)[C@]2(CCCc3ccccc3O2)O1	-6.7	-2.5
O=C(CSc1nnnn1-c1cccc(F)c1)NC1CCCCC1	5.0	6.5
CCCCN1C(=O)C2Cc3c([nH]c4ccccc34)CN2C1=S (stereo not given)	2.5	2.9
COc1cccc(/C=N/n2c(-c3cc(C)[nH]n3)n[nH]c2=S)c1	-0.8	5.4
CC[C@H](C)C(=O)O[C@H]1CCC=C2C=C[C@H](C)[C@H](CC[C@@H]3C[C@@H](O)CC(=O)O3)[C@H]21	1.3	-33.6
CC1(C)Cc2cccc(Oc3ccc(S(=O)(=O)N4CCCCC4)cn3)c2O1	7.5	-32.5
CCCN(C(=O)CSCC(=O)Nc1ccc(OC)cc1)c1c(N)n(Cc2ccccc2)c(=O)[nH]c1=O	2.6	-15.9
CCCCCCOc1ccc(C(CC(=O)NC)C(=O)O)cc1 (stereo not given)	-1.3	0.0

Screening results deposited in PubChem by Sanford-Burnham Center for Chemical Genomics.

The list is partial (hit frequency here may not be typical).
